# NPY Y1 blocker: NPY-Y1 (human) receptor antagonism; P25929; HEK293-CNG Y1 cells, membrane potential fluorescence; NPY at EC95, then isoproterenol; 1% of 200,000 active; inhibition, % at 3.6 µM; AID 1040;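 active = inhibition above the campaign mean inhibition of all tested compounds plus 3 SD, cut at about 20% in these data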;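 note: 0% = DMSO wells given NPY plus isoproterenol and 100% = isoproterenol alone without NPY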
#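 Test system: HEK293 cells co-expressing NPY Y1 receptor and cyclic-nucleotide gated channel; Also added: NPY (25 nM), isoproterenol (1 µM), Ro 20-1724 (25 µM); Compound dosing: one concentration, 3.6 µM, in 0.4% DMSO; Timing: dye 3 h, compound 60 min room temperature, stimulation 45 min; Technique: Membrane-potential fluorescent dye readout.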
# NPY2 pot ag: human NPY-Y2 potentiation or agonism, primary screen; cells expressing NPY-Y2, potentiator/agonist read-out; activation, % at 3.6 µM; 0.45% of 220,000 active; in the data active = activation above about 27%;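 note: cells stimulated with NPY near EC25 plus isoproterenol at EC100; 0% = vehicle plus submaximal agonist and 100% = vehicle plus saturating agonist; some results beyond the cut were filed as inactive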
# Target sequence (P49146 whole entry, looked up): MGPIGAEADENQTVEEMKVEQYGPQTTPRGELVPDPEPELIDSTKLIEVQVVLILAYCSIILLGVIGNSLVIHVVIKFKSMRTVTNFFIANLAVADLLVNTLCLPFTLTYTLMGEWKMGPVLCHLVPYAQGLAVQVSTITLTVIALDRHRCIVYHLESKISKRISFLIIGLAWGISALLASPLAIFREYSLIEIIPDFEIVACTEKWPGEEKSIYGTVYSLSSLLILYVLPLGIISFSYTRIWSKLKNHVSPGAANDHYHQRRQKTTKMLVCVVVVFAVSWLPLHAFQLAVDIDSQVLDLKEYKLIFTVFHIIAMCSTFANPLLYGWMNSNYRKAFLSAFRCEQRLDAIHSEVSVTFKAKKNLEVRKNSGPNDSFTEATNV
# Ba/F3 V617F tox: lowers viability of Ba/F3 cells expressing EpoR and JAK2V617F | ATP luminescence | inhibition, % at 5.6 µM | 1.1% of 220,000 active;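 active = inhibition above the campaign mean plus 3 SD over all tested compounds, cut at about 24% in these data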;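 note: cytokine-independent growth of Ba/F3 cells driven by EpoR plus mutant JAK2; 0% = DMSO-treated cells and 100% = JAK inhibitor I control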
# S1P4 antag: antagonists of human S1P4 receptor; O95977; S1P4-expressing cells, antagonist mode, reporter read-out; AID 1510; inhibition, % at 4.98 µM; 0.26% of 220,000 active; in the data active = inhibition above about 29%;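 note: 0% = wells stimulated with agonist and 100% = vehicle wells without agonist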
# RBBP9 inh: human RBBP9 hydrolase inhibition; O75884; recombinant RBBP9, FP-Rh probe fluorescence polarization; inhibition, % at 7.94 µM; 0.2% of 220,000 active;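 active = inhibition above the campaign mean of all tested compounds plus 3 SD, cut at about 14% in these data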;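 note: plate controls were DMSO wells with RBBP9 for no effect and wells lacking RBBP9 protein for full effect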
#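 Controls: DMSO-treated enzyme wells and wells lacking RBBP9 | Material: RBBP9 protein | Technique: Fluorescence polarization | Replication: Single well per compound, no replicates | Buffer or medium: Tris-NaCl-Pluronic buffer, pH 8.0 | Timing: 30 min compound preincubation, 45 min probe labeling, 25 °C | Read-out basis: Percent inhibition from mP, scaled between DMSO and no-protein wells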
# S1P4 ag: human S1P4 receptor agonism; O95977; S1P4-expressing cell line, agonist reporter assay; activation, % at 4.98 µM; 0.35% of 220,000 active; AID 1509; in the data active = activation above about 11%;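 note: 0% = DMSO vehicle and 100% = reference agonist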
# Runt-CBFb FRET: inhibitors of human RUNX1 Runt domain binding to CBFb | Q01196+Q13951 | Cerulean-Runt/Venus-CBFb FRET ratio 530/480, 1 h | inhibition, % at 20 µM | 0.46% of 220,000 active | AID 1496;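 active = inhibition over about 50% at 20 µM in the single-dose screen, limit read from the data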;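 note: 0% = DMSO wells and 100% = excess unlabeled CBFb competitor control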
# Target sequence (Q01196 whole entry, looked up, the tested form may be a part): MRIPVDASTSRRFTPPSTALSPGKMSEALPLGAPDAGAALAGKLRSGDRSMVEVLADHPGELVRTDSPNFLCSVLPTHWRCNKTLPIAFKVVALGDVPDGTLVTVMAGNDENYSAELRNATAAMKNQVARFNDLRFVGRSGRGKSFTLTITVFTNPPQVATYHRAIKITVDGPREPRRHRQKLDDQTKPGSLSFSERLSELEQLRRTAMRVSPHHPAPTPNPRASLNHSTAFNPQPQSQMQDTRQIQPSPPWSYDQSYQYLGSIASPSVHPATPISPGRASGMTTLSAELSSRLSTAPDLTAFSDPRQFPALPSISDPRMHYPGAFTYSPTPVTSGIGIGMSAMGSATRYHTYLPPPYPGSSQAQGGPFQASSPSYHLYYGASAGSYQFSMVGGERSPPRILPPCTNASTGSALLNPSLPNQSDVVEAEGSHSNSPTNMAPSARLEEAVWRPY
# Target sequence (Q13951 whole entry, looked up, the tested form may be a part): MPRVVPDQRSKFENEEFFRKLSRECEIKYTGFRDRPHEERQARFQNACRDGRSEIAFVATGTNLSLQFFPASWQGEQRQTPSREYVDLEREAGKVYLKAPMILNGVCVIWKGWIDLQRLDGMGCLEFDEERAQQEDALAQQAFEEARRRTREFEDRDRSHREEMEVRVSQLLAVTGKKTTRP
#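 Assay system: Cerulean-Runt domain fusion protein, energy donor; Signal: fluorescence energy transfer, 422 nm excitation, 530/480 nm emission; Timing: 1 h compound exposure, room temperature; Control set: unlabeled CBFb; Medium: Tris buffer pH 7.5 with salts and BSA; Compound: single test concentration of 20 µM, 1% DMSO final; Probe or stimulus: Venus-CBFb 100 nM.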
# BaF3 tox: parental Ba/F3 viability inhibition as JAK2V617F counter-screen. CellTiter-Glo ATP luminescence. inhibition, % at 5.6 µM. 1.1% of 220,000 active;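 active = inhibition above a per-campaign cutoff, the mean inhibition of all tested compounds plus 3 SD, cut at about 27% in these data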;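 note: 0% = DMSO wells and 100% = JAK Inhibitor I control wells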
# NPY-Y1 PAM-ag: potentiates or activates human NPY-Y1 receptor; P25929; NPY-Y1 expressing cells, potentiator/agonist activation; activation, % at 3.6 µM; 0.37% of 220,000 active; in the data active = activation above about 33%, passing the limit was not always enough;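 note: cells stimulated with NPY at EC10 then isoproterenol at EC100; 0% = low agonist plus stimulus and 100% = saturating agonist plus stimulus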
# * hit, by the source's call; · = no result given. Random draw from the library. Share with any hit: about 3.6%.
SMILES,NPY Y1 blocker,NPY2 pot ag,Ba/F3 V617F tox,S1P4 antag,RBBP9 inh,S1P4 ag,Runt-CBFb FRET,BaF3 tox,NPY-Y1 PAM-ag
CCN(CC)Cc1c(O)ccc2c(-c3ccccc3)cc(=O)oc12,5.7,4.1,-0.8,17.1,3.4,-2.3,-18.0,2.3,-17.9
CSc1ccc(CNCCCN(C)C)cc1,15.0,-16.8,1.3,-3.0,-2.6,0.4,0.6,4.7,-7.7
O=C1CC(N(O)c2ccccc2)C(=O)N1c1cc(Cl)cc(Cl)c1 (centres undefined),-0.8,1.4,-3.0,-5.8,12.4,1.7,1.7,6.6,25.4
Cn1c(N/N=C2\CCCc3ccccc32)nc2c1c(=O)n(Cc1ccc(F)cc1)c(=O)n2C,0.3,-5.6,-1.1,-1.3,-6.1,0.6,-1.6,2.6,-9.9
Cc1cc(=O)n2[nH]c(-c3ccccc3)cc2n1,2.5,13.0,-0.9,-14.1,-0.4,-1.0,7.6,2.9,10.3
COc1ccc(C)cc1NC(=O)C(OC(=O)CNC(=O)c1ccc(Br)cc1)c1ccccc1 (centres undefined),3.6,-5.3,1.5,-6.4,-7.2,-1.7,-1.6,5.8,-9.0
COc1ccc(OC)c2[nH]c(=O)c(CCNC(C)=O)cc12,0.5,-4.1,2.1,-17.7,-3.1,-0.3,-1.3,8.2,-16.2
Clc1cccc(CN2CCCCCCC2)c1Cl,3.8,-3.9,-2.9,-13.1,-8.7,1.1,0.4,5.5,-4.8
Cc1csc(NC(=O)c2cc(C)nc3ccccc23)n1,1.7,10.1,2.8,-15.4,-11.7,0.4,0.0,2.4,4.7
COc1ccccc1CCNC(=O)/C(=C/c1cccnc1)NC(=O)c1ccccc1,5.1,-11.2,3.8,-4.2,-15.0,-0.3,1.4,3.6,-38.3
O=C1CCC(C(=O)OCc2cc(=O)oc3ccc4ccccc4c23)=NN1,·,-23.4,1.5,-11.6,5.7,-0.3,-0.8,-0.4,6.7
CN1C(=O)SC(Nc2ccccc2C(=O)O)C1=O (centres undefined),-2.7,-8.2,-1.3,-12.8,0.1,-0.6,1.8,3.7,-4.3
COC(=O)CS(=O)(=O)c1cc(Br)cc2c1N(C(C)=O)CC2,4.3,-1.1,1.7,-12.6,4.4,-0.9,1.9,92.7*,6.6
c1ccc(SCc2nc(-c3ccncc3)no2)cc1,0.6,2.8,-1.9,-3.8,8.8,3.4,1.6,4.9,1.0
O=C(c1c(Cl)nc2sccn12)N1CCN(c2cccc(Cl)c2)CC1,3.2,-12.2,78.3*,-13.4,-2.6,3.4,-0.1,75.9*,15.7
CC(=O)c1cccc(NC(=O)CSc2nnc(-c3ccc(S(=O)(=O)N4CCCC4)cc3)o2)c1,1.4,11.5,-2.7,-3.3,-4.3,-0.6,-0.6,2.6,-2.5
CCOC(=O)c1cnn(Cc2cccc(Cl)c2)c1C,1.8,0.9,-1.1,-3.2,4.4,-0.7,-1.4,3.5,1.4
C=CCn1c(SC(CCO)C(=O)NCc2ccco2)nc2sc3c(c2c1=O)CCC3 (centres undefined),-9.6,-3.0,5.8,-3.4,-12.8,-0.2,-1.8,6.6,4.7
Cc1cccc(C(=O)c2c(N)sc3c2CCC(C)C3)c1 (centres undefined),-1.8,14.3,-1.5,-9.0,2.8,0.8,6.6,8.8,5.5
CCOC(=O)C1CC(C)=C(C)CC1C(=O)O (centres undefined),·,-8.5,1.0,-8.0,-4.5,-0.5,-0.7,-3.1,5.0
Cc1oc2ccccc2c1CC(=O)NCCCN(C)C,·,-22.8,-4.6,-18.8,-2.4,-0.4,-0.1,0.8,14.8
COc1cccc(CNC(=O)C2CCN(S(=O)(=O)N3CC(C)CC(C)C3)CC2)c1 (centres undefined),2.6,-4.4,4.7,-12.9,-10.0,-0.1,-2.1,5.5,-8.5
COC(=O)C1=C(C)NC2=C(C(=O)CCC2)C1c1cn(Cc2ccc(Cl)cc2Cl)nc1-c1ccccc1 (centres undefined),64.9*,-27.6,3.1,-50.0,-7.7,1.4,7.7,6.0,-66.2
CCOc1cc(-c2cn(S(=O)(=O)c3cccc4nsnc34)nc2N)cc(OCC)c1OCC,-2.0,-0.1,-2.2,16.2,-1.1,1.1,-0.7,1.1,2.0
N#Cc1ccc(C(=O)Nc2nc(SCc3ccc(Cl)cc3)n[nH]2)cc1,5.2,0.2,3.3,1.0,-10.8,-0.3,1.4,4.9,-6.6
# Remaining list, next part
SMILES,NPY Y1 blocker,NPY2 pot ag,Ba/F3 V617F tox,S1P4 antag,RBBP9 inh,S1P4 ag,Runt-CBFb FRET,BaF3 tox,NPY-Y1 PAM-ag
O=C(Nc1ccccc1)c1ccc(N2CCN(c3ccccc3)CC2)c(S(=O)(=O)N2CCOCC2)c1,0.4,-17.6,-0.8,-1.4,-12.2,0.3,-0.5,2.6,4.3
COc1ccc(N(C(=O)c2ccncc2)S(=O)(=O)c2ccc3c4c(cccc24)C(=O)N3C)cc1,-10.2,-20.6,6.6,16.0,-9.9,2.3,1.3,5.9,-7.3
CCOC(=O)c1c(N=CN(C)C)c(C#N)n2c1CCC2,0.1,2.9,-3.1,6.4,-6.2,0.9,-2.4,5.4,-4.8
Cn1c[n+](C)cc1-c1ccc(/C(N)=N/O)cc1,-3.7,3.9,-3.5,-19.3,-6.3,-0.5,-1.6,-3.7,11.0
CC(C)(C)OC(=O)N[C@@H](Cc1ccccc1)c1nnc(S(=O)(=O)Cc2ccccc2)o1,3.0,7.1,58.0*,73.4*,1.6,-3.8,-0.8,8.2,-9.4
NC(=O)NCc1ccc(C(=O)OCc2ccncc2)cc1,-1.9,-9.1,-0.6,-1.3,-11.3,1.1,-3.3,-1.7,-3.2
C/C(CC(=O)Nc1ccc(N(C)C)cc1)=N\NC(=O)C(=O)NCc1ccccc1,-3.5,-6.2,1.1,-4.1,0.8,1.0,0.5,5.4,5.6
CC(C)CC(=O)NC(=S)Nc1ccc(N2CCN(C(=O)c3cccs3)CC2)cc1,·,-31.2,13.8,7.5,13.9,-1.2,3.6,17.8,-7.9
Cc1ccc(C(=O)Nc2nc3nc(-c4ccccc4)cc(=O)n3[nH]2)cc1,1.9,-5.2,2.2,2.5,-11.5,-0.1,-0.7,4.4,-13.4
COc1ccccc1C(=O)NCc1n[nH]c(=S)n1Cc1ccccc1,-2.1,18.2,-1.8,-1.2,-2.6,-0.9,5.0,2.4,15.7
O=S(=O)(c1cccc(-c2nnc(-c3cccnc3)o2)c1)N1CCCCC1,-2.6,-10.3,-1.1,-22.7,-5.7,-3.9,-0.1,3.4,-10.5
CN1CCN(/C=C2\SC(=S)NC2=O)CC1,4.3,2.8,-3.0,-17.2,-2.9,1.6,0.7,-2.5,10.3
CC(NC(=O)c1ccc(C23CC4CC(CC(C4)C2)C3)cc1)C(=O)O (centres undefined),-1.7,4.9,-0.3,-8.3,-10.8,3.2,-0.5,6.9,8.4
O=C1[C@@H]2CSCN2C(=O)CN1CCc1cccc(F)c1,2.5,10.3,-4.3,-6.7,5.1,1.2,-0.2,0.7,-15.5
CCn1c(=NC(=O)c2cccc(N3C(=O)CCC3=O)c2)sc2c(C)ccc(OC)c21,·,-47.5,-0.7,-8.8,-14.0,-0.8,-3.2,-2.4,-17.1
CCCN1Cc2cccc(C(=O)NC3CCCC3)c2C1=O,-1.4,11.9,1.1,2.3,-4.7,2.4,0.0,2.0,-4.4
Cc1ccc(-c2csc(-c3c[nH]c4ccccc34)n2)c(C)c1,3.5,8.2,2.9,-13.0,6.2,0.9,-0.7,1.9,-2.9
COCCN1Cc2cccc(C(=O)NC(C)c3cccs3)c2C1=O (centres undefined),7.2,6.1,-0.5,-0.5,-5.4,-4.6,2.0,3.8,-2.8
CC1CCC(N2CCN(S(C)(=O)=O)CC2)CC1 (centres undefined),1.7,-1.1,-4.7,-24.7,3.8,-0.3,3.0,1.4,13.9
CCN(c1ccccc1)S(=O)(=O)c1cc(NC(=O)CSc2n[nH]c(=O)[nH]c2=O)ccc1Cl,·,0.5,-0.9,13.8,-24.3,0.1,-4.9,-4.7,3.2
O=C(N/N=C/c1cccnc1)c1cccc(S(=O)(=O)N2CCCC2)c1,-3.4,-5.4,1.2,9.7,-0.5,0.4,-0.1,6.9,-1.0
CCCCNCCOCCOc1ccc(F)cc1,7.2,12.6,2.8,5.5,-10.8,1.4,-1.9,0.1,-13.0
CCN(CC)CCCNC(=O)Cn1ccc2ccccc2c1=O,0.3,-3.1,-5.0,-15.7,-0.3,1.5,0.6,-1.5,-0.4
O=C(c1ccc2c(c1)N(Cc1cccc(Cl)c1)C(=O)c1ccccc1S2(=O)=O)N1CCN(c2ccccn2)CC1,-4.2,10.8,5.4,4.0,-11.8,-0.1,-2.7,7.3,10.5
CN(C)c1nc(OCCNC(=O)Nc2ccc(Cl)cc2)nc(N(C)C)n1,-0.4,0.9,-2.8,7.3,5.7,0.1,1.7,1.3,0.2
# Remaining list, next part.
SMILES,NPY Y1 blocker,NPY2 pot ag,Ba/F3 V617F tox,S1P4 antag,RBBP9 inh,S1P4 ag,Runt-CBFb FRET,BaF3 tox,NPY-Y1 PAM-ag
CCN(CC)CCNC(=O)c1ccc(N2CCCCC2)c(NS(=O)(=O)c2ccc(C)cc2)c1,13.4,-6.3,-2.9,-3.7,-5.2,-0.1,0.3,2.1,-21.5
Cc1c(NC(=O)c2ccc(Br)o2)c(=O)n(-c2ccccc2)n1C,5.6,-9.6,7.1,-7.9,-1.8,0.1,1.2,5.0,8.8
COCCNC(=O)CN(C(=O)CCC(=O)Nc1ccccn1)c1ccc(F)c(Cl)c1,1.0,8.5,-2.7,-2.2,-10.2,0.8,-1.2,-0.4,-2.7
CC/C(=N\NC(=O)Nc1ccccc1)c1ccccc1,13.5,7.6,2.4,-1.0,-6.3,2.4,1.1,4.3,9.6
Cc1ccccc1C(=O)NCc1nnc(SCC(=O)N2c3ccccc3Sc3ccccc32)n1C,-4.3,8.6,-4.4,-11.6,1.3,-0.7,-0.1,1.5,-5.3
Cc1ccc(C(=O)Nc2nc(-c3cc(Cl)sc3Cl)cs2)cc1,9.8,-12.7,-3.7,-29.7,-5.8,1.8,2.4,-0.8,-29.8
O=C1SC(c2ccccc2)=N/C1=C/c1ccco1,-5.3,-0.8,-1.6,-7.8,-1.4,1.8,8.4,2.2,-21.5
Cc1ccc2[nH]cc(CCNC(=O)/C=C/c3ccco3)c2c1,·,7.8,0.1,-3.8,-5.0,0.3,-0.4,1.6,1.4

# 3 entries already listed, sorted by the number in RBBP9 inh, lowest first:
molecule	RBBP9 inh
CCN(CC)CCNC(=O)c1ccc(N2CCCCC2)c(NS(=O)(=O)c2ccc(C)cc2)c1	-5.2
Cc1ccc2[nH]cc(CCNC(=O)/C=C/c3ccco3)c2c1	-5.0
O=C1SC(c2ccccc2)=N/C1=C/c1ccco1	-1.4

# Source: PubChem
